High-throughput results (PubChem)
PNC inhibitor = perinucleolar compartment assembly inhibition; actives 3.1% (n = 140,000); PC3M PTB-GFP, PNC prevalence imaging, 16 h; active compounds read low; activity change (PNC), negative = inhibition, % at 10 µM;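 active = readout at or below -70, meaning at least 70% loss of cells showing the perinucleolar compartment, a nuclear body marking cancer cells; inconclusive = readout between -30 and a set limit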;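 also: plate controls were DMSO wells for no effect and camptothecin positive control wells for full effect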
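Read-out is percentage of cells bearing a perinucleolar compartment, from automated 20x imaging of fixed, Hoechst-stained PC3M PTB-GFP cells. Cells were seeded 4 h, then exposed 16 h to compound (23 nl of library stock) in duplicate plates.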
IMPase inh = cell-permeable inhibitors of inositol monophosphatase (IMPase); CHO-M1 cells, IP1 accumulation, HTRF TR-FRET ratio; 120,000 tested, under 10 active; inhibition (IP1 accumulation), % at 46.1 µM; active = well fitted curve in the direction sought with a large enough effect in the signal ratio, not every such curve was filed as active; inconclusive = small, poorly fitted or top-dose-only effect, or a change in a side signal; inactive = no such curve, though single readings can be large or run the other way; the % refers to the signal ratio;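 also: cells stimulated with carbachol in lithium chloride buffer; plate controls were DMSO basal wells for no effect and reference inhibitor wells for full effect; higher means more IMPase inhibition seen as more IP1 and lower FRET ratio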
Target sequence (P97697 whole entry, looked up): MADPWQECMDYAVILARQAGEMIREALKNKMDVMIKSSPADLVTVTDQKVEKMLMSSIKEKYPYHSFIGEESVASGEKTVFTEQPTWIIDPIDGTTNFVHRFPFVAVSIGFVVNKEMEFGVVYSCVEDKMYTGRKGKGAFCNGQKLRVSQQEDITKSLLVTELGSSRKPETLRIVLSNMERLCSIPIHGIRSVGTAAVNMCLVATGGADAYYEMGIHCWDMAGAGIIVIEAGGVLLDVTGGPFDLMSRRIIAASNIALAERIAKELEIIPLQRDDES
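Elevated IP1 in lysates lowers TR-FRET signal (665/620 ratio and 620 channel reported). Cells were CHO-M1, given carbachol (50 uM as added) plus 50mM LiCl, pH 7.4, 30 min, 37C; compounds titrated up to 46 uM; AC50 by Hill equation.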
ALOX15B inhib = blocks human 15-lipoxygenase 2 activity; O15296; purified 15hLO-2, xylenol orange hydroperoxide absorbance; Potency, µM (top dose mostly 57.1 µM), for the others: at the highest dose activity change, negative = inhibition, hits mostly inhibitors; actives 0.56% (n = 110,000); AID 881; also: potency is read from the fitted curve at half-maximal effect; nearly all actives have a fitted effect of over 60% in size; many of its hits are not listed in these tables
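Read-out: hydroperoxide product oxidises ferrous iron, measured as xylenol orange complex via the 573-to-405 nm absorbance ratio after 30 min. Reaction: 50 nM enzyme, 15 min compound preincubation, 45 uM arachidonic acid, 90 min RT, Hepes pH 7.5 with Triton X-100.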
ALOX12 inhib = inhibitors of human 12-lipoxygenase (ALOX12). P18054. purified 12-hLO, xylenol orange hydroperoxide absorbance. Potency, µM (doses to about 57.1 µM), inactives show at the highest dose activity change, negative = inhibition, hits mostly inhibitors. actives 0.12% (n = 150,000); also: potency is read from the fitted curve at half-maximal effect; nearly all actives have a fitted effect of over 55% in size; many of its hits are not listed in these tables
Target sequence (P18054 whole entry, looked up): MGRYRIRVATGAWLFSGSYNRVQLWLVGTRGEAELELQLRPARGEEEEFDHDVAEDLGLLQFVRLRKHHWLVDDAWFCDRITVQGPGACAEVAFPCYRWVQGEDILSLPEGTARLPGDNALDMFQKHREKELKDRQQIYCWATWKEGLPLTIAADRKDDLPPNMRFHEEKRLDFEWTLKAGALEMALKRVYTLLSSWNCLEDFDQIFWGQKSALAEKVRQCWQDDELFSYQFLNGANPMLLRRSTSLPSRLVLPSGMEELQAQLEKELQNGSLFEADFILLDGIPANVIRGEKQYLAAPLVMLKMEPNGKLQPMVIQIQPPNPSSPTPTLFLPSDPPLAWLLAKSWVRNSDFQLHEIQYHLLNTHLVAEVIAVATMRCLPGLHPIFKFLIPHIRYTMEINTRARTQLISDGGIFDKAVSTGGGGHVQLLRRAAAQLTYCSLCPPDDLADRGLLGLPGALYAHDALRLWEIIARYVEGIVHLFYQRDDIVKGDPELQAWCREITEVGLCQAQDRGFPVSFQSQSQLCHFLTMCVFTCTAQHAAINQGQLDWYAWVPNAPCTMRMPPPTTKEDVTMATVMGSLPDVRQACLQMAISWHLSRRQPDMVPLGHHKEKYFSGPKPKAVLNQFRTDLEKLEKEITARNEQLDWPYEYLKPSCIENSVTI
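Purified human 12hLO (150 nM), preincubated 15 min with compound, then 40 uM arachidonic acid for 30 min, room temperature, Hepes pH 7.0 with 0.01% Triton X-100. Hydroperoxide detected by ferrous iron/xylenol orange; 573/405 nm absorbance ratio gives reaction progress.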
Active calls of the source: *; ? = inconclusive; nt = no result given; [ ] = dose if it differs, or a comment. Unless noted, calls follow the shape of the dose curve; as a rule, active = well fitted curve in the direction sought with a large enough effect; inconclusive = small, poorly fitted or top-dose-only effect, or another doubt; inactive = no such curve, though single readings can be large; an effect the other way counts as inactive or inconclusive. Unless noted, % is scaled to controls: 0 for no effect and ±100 for the full control effect.

cpd | Molecule | PNC inhibitor | IMPase inh | ALOX15B inhib | ALOX12 inhib
1 | Cc1ccc(NCC(=O)NNC2=NCCC2)c(C)c1 | 31 | nt | nt | 0%
2 | COc1ccc(N2CCN(C(c3cccs3)c3nnnn3C3CCCC3)CC2)cc1 (stereo not drawn) | -23 | 0 | -1% | 3%
3 | Cc1ccc(/C=C/C(=O)Nc2nc3ccccc3[nH]2)cc1 | -9 | -5 | nt | -1%
4 | CCc1nc(OCCN(C)C)c2oc3ccccc3c2n1 | 29 | 5 | 6% | 2%
5 | O=C(CCN1CCCCCC1)Nc1ccc(F)cc1 | ? | 6 | 6% | -3%
6 | Cc1ccc2c(CN3CCC(C)CC3)cc(=O)oc2c1 | -20 | -3 | -11% | -5%
7 | CC(C)Cc1nnc(NS(C)(=O)=O)s1 | 20 | ? | 7% | -1%
8 | O=S(=O)(NCC(c1ccco1)N1CCN(c2ccc(F)cc2)CC1)c1ccc(F)cc1 (stereo not drawn) | 46 | nt | nt | -3%
9 | CCOC(=O)c1cc2sccc2n1CC(=O)N1CCN(C(=O)c2ccco2)CC1 | 35 | -5 | -7% | -1%
10 | CN(C)c1c([N+](=O)[O-])ncn1C | -11 | 7 | -12% | -7%
11 | Cc1ccc(NC(=O)CN2C(=O)S/C(=C/c3ccc(-c4cc(C(=O)O)ccc4C)o3)C2=O)cc1C | 8 | -1 | 20µM* | -25%
12 | O=C(CSc1nnc(C2CC2)n1Cc1ccccc1)NCc1ccccc1 | -5 | 5 | 1% | -2%
13 | COC(=O)C(NNc1ccc(F)cc1)(NC(=O)c1ccccc1)C(F)(F)F (stereo not drawn) | 17 | nt | nt | -17%
14 | CC(C)c1ccc(C(=O)NC2=NCCS2)cc1 | 36 | nt | nt | -2%
15 | CSc1sc(C(=O)O)c2c1C(=O)CCC2 | -8 | -27 | -1% | -1%
16 | COc1ccc(OCC(=O)NCCc2ccc(S(N)(=O)=O)cc2)cc1 | 18 | 6 | 8% | 2%
17 | CCOC(=O)c1ccc(N2N=C(C)/C(=C/C=C/c3ccco3)C2=O)cc1 | 29 | -7 | nt | 4%
18 | Oc1ccc(Cc2nccc3cc(O)c(O)cc23)cc1O | nt | nt | -27%[11.4 µM] | -7%[11.4 µM]
19 | CC(=O)Nc1ccc(Cc2ccc3[nH]c(=O)cc(C)c3c2)cc1 | nt | nt | -4%[11.4 µM] | 0%[11.4 µM]
20 | O=C1CC(c2ccc(F)cc2)CC(O)=C1C1NCCc2ccccc21 (stereo not drawn) | ? | -5 | 9% | -1%
21 | COCCOCCn1c(CCCO)nc2ccccc21 | ? | -9 | 4% | -4%
22 | CC[N+](C)(CC)CC(O)COCC1COc2ccccc2O1 (stereo not drawn) | -21 | 15 | nt | 2%
23 | O=C(O)C1CC(=O)N(CCc2c[nH]c3ccccc23)C1 (stereo not drawn) | -6 | 1 | -4% | -4%
24 | Cc1c(Cl)cccc1NC(=S)NC(=O)CCN1C(=O)c2ccccc2C1=O | -25 | nt | nt | 1%
25 | O=C(CNS(=O)(=O)c1ccc(Br)s1)Nc1ccc2c(c1)OCCO2 | -24 | 4 | -12% | -5%
26 | Cc1noc(C)c1C(=O)N1CCC2(CC1)CN(c1ncccn1)C2 | nt | nt | 5% | 2%
27 | CC(C)Cc1nc2oc3c(NCc4cccnc4)ncnc3c2c2c1CCC2 | ? | ? | 0% | -2%
28 | CC(C)C(=O)NC(=S)Nc1sc2c(c1C(N)=O)CCCC2 | -109* | nt | nt | 1%
29 | CCN(CC)CCOC(=O)C1(c2ccccc2)CCOCC1 | 20 | 27 | 6% | 0%
30 | Cc1nnc(NC(=O)C(C)Sc2nncn2C)s1 (stereo not drawn) | -2 | 6 | -3% | -1%
31 | Cn1c(SCc2nc(-c3ccc(Cl)cc3)no2)nnc1-c1ccco1 | 33 | 4 | -2% | 3%
32 | CCCN(CCO)Cc1cccc(Br)c1 | ? | 3 | -9% | -9%
33 | Cn1c(-c2ccc(F)cc2)cnc1SCC(=O)N1CCCc2ccccc21 | -13 | nt | nt | 0%
34 | CCNc1nc(NCC)nc(N(C)N)n1 | ? | -4 | 50%[activator] | 2%
35 | O=c1ccc2cc(S(=O)(=O)N3CCN(c4cc(Cl)ccc4Cl)CC3)ccc2o1 | -9 | -2 | 0% | -8%
36 | CCOc1ccc(OCC)c(NC(=O)Cn2cccc2)c1 | 22 | 2 | 2% | -1%
37 | Cc1cccc(C)c1OCC(=O)N/N=C/c1ccncc1 | 16 | nt | nt | 1%
38 | O=C(CSCc1ccc(Cl)cc1)Nc1ccc2c(c1)OCO2 | ? | 9 | nt | -11%
39 | Cc1cc2[nH]c(=O)c3ccccc3n2n1 | 82 | -2 | 11% | -1%
40 | CN(C)c1ccc(/C=C2\C(=O)Nc3ccccc32)cc1 | nt | nt | -10%[0.0915 µM] | -3%[0.00818 µM]
41 | Cc1c(C2N3CC4(C)CN2CC(C)(C3)C4=O)c2ccccc2n1C (stereo not drawn) | ? | ? | -3% | -1%
42 | COc1ccc2c(c1)[nH]c1c(=O)n(Cc3ccco3)cnc12 | 9 | 0 | -4% | 3%
43 | CC(C)c1ccc(/C=N/n2nnnc2Nc2ccccc2)cc1 | 38 | -9 | -7% | -4%
44 | Cc1c(C(=O)OCC(C)C)[nH]c2c1C(=O)CC(c1ccco1)C2 (stereo not drawn) | -88* | 7 | nt | -9%
45 | Cc1nn(C(=O)c2cc3sccc3[nH]2)c(C)c1C | -24 | 1[1.84 µM] | 2%[11.4 µM] | -1%
46 | Nc1cc(-c2ccc(Br)cc2)nn1S(=O)(=O)c1ccccc1 | 67 | 9 | nt | 2%
47 | CCOCc1nc(C)c(Cl)c(NS(=O)(=O)c2ccc(N)cc2)n1 | ? | -6 | -2% | -6%
48 | C=CCn1c(SCC(=O)Nc2c(C)cccc2C)nnc1-c1ccncc1 | -5 | 9 | -1% | -1%
49 | CCOC(=O)C(/C=C(\C#N)C(=O)OCC)=C(/N)N1CCN(c2c(C)cccc2C)CC1 | -19 | -3 | -2% | 1%
50 | C/C(N)=C(/C#N)C(=O)CSc1n[nH]c(-c2ccccc2Br)n1 | 14 | 5 | 0% | -2%

Additional results follow:
cpd | Molecule | PNC inhibitor | IMPase inh | ALOX15B inhib | ALOX12 inhib
51 | O=C(NCc1ccc(Cl)c(Cl)c1)c1ccco1 | -2 | ? | nt | -4%
52 | N#CCSc1nnc(COc2cccc3ccccc23)n1-c1cccc(Cl)c1 | -80* | 7 | -18% | -9%
53 | COc1ccc(-c2csc(N(CCCN(C)C)C(=O)c3cccs3)n2)cc1 | 10 | 6 | 34%[activator] | 1%
54 | CCOC(=O)C1=C(c2ccccc2)OC(N)=C(C#N)C1c1ccc(Cl)s1 (stereo not drawn) | -21 | -2 | -23% | -28%
55 | O=C(CN1C(=O)C2C3C=CC(C3)C2C1=O)NCCC1=CCCCC1 (stereo not drawn) | 27 | -8 | 8% | 5%
56 | Fc1ccccc1OCCCCn1cncn1 | 47 | 1 | nt | 5%
57 | O=C(CSc1nnc(-c2cccc(Cl)c2)o1)Nc1ccc2c(c1)OCCO2 | -15 | 4 | nt | 8%
58 | CCC(=O)NNC(=O)CCC(=O)Nc1ccccc1 | 77 | 6 | -17% | -19%
59 | Cc1ccc(C)c(S(=O)(=O)C(C#N)c2nc3ccccc3nc2N2CCCC2)c1 (stereo not drawn) | 36 | 4 | -29% | -16%
60 | COCCn1ccc(O)c(Cc2ccccc2)c1=O | 12 | 4 | -2% | 3%
61 | CCOC(=O)N1CCC(NC(=O)C2CCC(CNS(=O)(=O)c3ccc(OC)cc3)CC2)CC1 (stereo not drawn) | 4 | 7 | -18% | -4%
62 | O=C(O)c1ccc(CSc2nc3ccc(N4C(=O)C5C6C=CC(C6)C5C4=O)cc3s2)cc1 (stereo not drawn) | 27 | nt | nt | -1%
63 | Cc1c(C(=O)NCC2COc3ccccc3O2)oc2ccc(S(=O)(=O)N(C)C3CCCCC3)cc12 (stereo not drawn) | 10 | 1 | -5% | 1%
64 | O=C(CSc1cccc[n+]1[O-])Nc1cc(S(=O)(=O)N2CCOCC2)ccc1Cl | -88* | nt | nt | -1%
65 | Cc1cs/c(=N\N=C\c2ccccc2)n1Cc1ccco1 | 19 | 8 | nt | -3%
66 | O=[N+]([O-])c1cc(-c2cnc3ccccc3n2)ccc1Oc1ccc(Br)cc1 | -106* | 3 | 4% | -3%
67 | Nc1cc(-c2ccccc2)nn1S(=O)(=O)c1ccc(Br)cc1 | 21 | -13 | 17% | ?
68 | Nc1ccccc1C(=O)NCc1ccc(Cl)cc1 | 18 | nt | nt | 3%
69 | Cc1ccccc1NC(=O)CC(O)(C(F)(F)F)C(F)(F)F | -16 | 12 | -4% | -1%
70 | Cc1ccc(N=Cc2sccc2C)cc1C | 1 | nt | nt | -1%
71 | O=C1c2ccccc2NC(c2c(Cl)cccc2Cl)N1Cc1ccccc1 (stereo not drawn) | 10 | 4 | ? | -1%
72 | Cc1cc(C)nc(SCC(=O)NC2=NN=C(c3ccc(Br)cc3)CS2)n1 | 7 | 1 | ? | -26%
73 | CCOC(=O)CNC(=O)Nc1ccccc1C(=O)OC | ? | -4 | 1% | 0%
74 | CCOC(=O)c1ccccc1OCc1cc(/C=N/n2cncn2)ccc1OC | 126 | 10 | nt | -1%
75 | CCN1C(=O)c2ccccc2S(=O)c2ccc(C(=O)N3CCCCCC3)cc21 (stereo not drawn) | -20 | 6 | -3% | -7%
76 | O=C(c1cccc(F)c1)N1CCc2ccccc21 | ? | 6 | -3% | -1%
77 | COc1cccc(-c2cc(C(=O)Nc3cnn(Cc4ccccc4C)c3)no2)c1 | ? | 13 | ? | 0%
78 | COc1ccc(NC(=O)CSc2nccn2-c2ccccc2)c(OC)c1 | 49 | -4 | 2% | -2%
79 | CCOC(=O)c1c(NC(=O)C2CCCO2)sc2c1CCC2 (stereo not drawn) | ? | ? | 17% | -11%
80 | O=C(COc1ccc(Cc2ccccc2)cc1)c1ccc(F)cc1 | 12 | 4 | nt | -3%
81 | COc1ccc(C(=O)NC(Nc2ccc(C)cc2)C(Cl)(Cl)Cl)cc1 (stereo not drawn) | -12 | nt | nt | -12%
82 | CCCCNC(=O)OC(C)CNC(=O)Oc1cccc(C)c1 (stereo not drawn) | -4 | 25 | 5% | -4%
83 | Clc1nc(-c2ccccc2)cc(-c2ccccc2)n1 | ? | ? | nt | 1%
84 | CC(OC(=O)CCc1nc2ccccc2c(=O)[nH]1)C(=O)NC1CCCC1 (stereo not drawn) | 33 | 1 | nt | 2%
85 | O=C(O)C1(c2cccc(Cl)c2)CCC1 | -12 | -1 | 7% | -3%
86 | Cc1ccccc1NC(=O)COC(=O)Cc1cccc(C(F)(F)F)c1 | 0 | 5 | nt | 0%
87 | CCOCCc1nnc(NC(=O)C(CC)c2ccccc2)s1 (stereo not drawn) | 18 | -3 | -8% | -4%
88 | Cc1ccc(C2CC2c2n[nH]c(=S)n2-c2ccc(C)cc2)cc1 (stereo not drawn) | -27 | 4 | ? | -13%
89 | CC1CC(C)CN(S(=O)(=O)c2ccc3c(c2)oc(=O)n3CC(=O)N2CCOCC2)C1 (stereo not drawn) | ? | -4 | 1% | 2%
90 | COc1cccc(NC(=O)C(Sc2nnc(-c3ccncc3)n2-c2ccc(Cl)cc2)c2ccccc2)c1 (stereo not drawn) | -26 | nt | nt | 10%
91 | CCc1cc[n+](-c2nc([O-])sc2C=O)cc1 | 0 | 7 | -13% | -5%
92 | CCCn1c2ccccc2c2cc(C(=O)O)ccc21 | 16 | 0 | -13% | -4%
93 | O=C(NC(=S)Nc1ccc(N2CCOCC2)cc1)c1ccco1 | -3 | nt | nt | -1%
94 | O=C(Nc1cccc(Br)c1)c1ccc(CSc2ccccc2)cc1 | 54 | 2 | -9% | -1%
95 | CCN1CCN(CCCNc2ncnc3nc[nH]c23)CC1 | ? | 1 | 1% | 0%

This is a subset; the hit share may differ from the screen's.
